# High-throughput results: PubChem, The Scripps Research Institute Molecular Screening Center
# Tn7 DDE FP: inhibitors of Tn7 peptide binding to fibrin DD(E), primary screen, biochemical, fluorescence polarization, human fibrin, Tn7 probe. Fibrinogen beta chain (Homo sapiens), P02675. FP displacement of FITC-Tn7 peptide from fibrin DD(E); 0% = median of compound wells per plate. inhibition, % at 8.3 µM. 370,000 compounds, 0.13% hits;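 active = inhibition above the mean of compounds falling within the control limits plus 3 SD of them, cut at about 14% in these data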;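 note: 0% = plate median of compound wells and 100% = 10 µM Aha-Tn7 peptide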
# Target sequence (P02675 whole entry, looked up): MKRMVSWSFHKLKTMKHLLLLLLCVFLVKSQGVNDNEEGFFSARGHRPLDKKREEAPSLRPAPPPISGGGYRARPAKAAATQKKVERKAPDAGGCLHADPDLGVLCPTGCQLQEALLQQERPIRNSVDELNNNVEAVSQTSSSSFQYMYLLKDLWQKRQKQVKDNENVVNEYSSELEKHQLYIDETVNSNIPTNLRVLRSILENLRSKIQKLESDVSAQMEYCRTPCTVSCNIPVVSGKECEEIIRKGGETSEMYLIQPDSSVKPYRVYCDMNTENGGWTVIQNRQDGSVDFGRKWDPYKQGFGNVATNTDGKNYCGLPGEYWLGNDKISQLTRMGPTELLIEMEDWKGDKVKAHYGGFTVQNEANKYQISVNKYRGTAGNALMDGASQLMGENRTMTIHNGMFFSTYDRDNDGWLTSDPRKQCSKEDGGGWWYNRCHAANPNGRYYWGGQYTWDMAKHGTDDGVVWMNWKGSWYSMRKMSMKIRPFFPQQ
#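 Assay system: human fibrin DD(E) protein / Input: 2 µM fibrin DD(E) / Benchmarks: high control of 10 µM Aha-Tn7 peptide / Measured by: fluorescence polarization of the labelled Tn7 tracer / Medium: Tris buffer with calcium and detergent, pH 7.8 / Timing: 10 min compound pre-incubation, 3 h probe incubation at room temperature / Repeats: one replicate per compound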
# ARFGAP1 inh: inhibitors of rat ARFGAP1 GAP activity, primary screen, biochemical, fluorescence polarization, GDP tracer; ADP-ribosylation factor GTPase-activating protein 1 (Rattus norvegicus), Q62848; Arfgap1-stimulated ARF1 GTP hydrolysis, GDP FP detection; inhibition, % at 16.5 µM; 360,000 compounds, 0.26% hits; AID 651572, 2012;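 active = inhibition above a per-plate limit, mean inhibition of low control wells plus 3 SD, cut at about 25% in these data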;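 note: 0% = DMSO wells with enzyme and 100% = wells lacking Arfgap1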
# Target sequence (Q62848 1-136 limits assumed): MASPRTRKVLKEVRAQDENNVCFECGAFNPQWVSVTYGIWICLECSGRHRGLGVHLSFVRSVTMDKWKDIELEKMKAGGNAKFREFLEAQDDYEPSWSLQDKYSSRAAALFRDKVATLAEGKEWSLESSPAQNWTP
#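 Replicates: Single well per compound | Assay system: Truncated rat Arfgap1 GAP domain | Control set: No-Arfgap1 wells (100%) versus DMSO full-reaction wells (0%) | Times: Enzyme reaction 120 min at 25 °C after 20 min preincubation | Reagent: Human ARF1(Δ1-17)-GTP substrate | Measured by: Tracer-displacement fluorescence polarization with EDTA stop, 620/688 nm | Measure: Percent inhibition of Arfgap1-stimulated GTP hydrolysis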
# TDP2 inh: human TDP2 enzyme inhibitors, primary screen, biochemical, epi absorbance, recombinant enzyme; Tyrosyl-DNA phosphodiesterase 2 (Homo sapiens), O95551; T5PNP hydrolysis, p-nitrophenol absorbance 415 nm; inhibition, % at 12.8 µM; 370,000 compounds, 0.34% hits; AID 720702, 2013;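 active = inhibition above the mean of all tested compounds plus 3 SD, set per campaign, cut at about 25% in these data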;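 note: 0% = DMSO with enzyme and 100% = buffer with substrate but no TDP2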
#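 Material: recombinant human TDP2; quantity: TDP2 enzyme at 120 nM final; medium: Tris-HCl pH 7.5 with MgCl2; compound: single concentration, 12.8 µM nominal, with 1% DMSO; incubation: 2 h enzyme incubation at 37 °C; signal: epi absorbance; measure: percent inhibition; benchmarks: high control without enzyme, low control DMSO plus TDP2; repeats: singlicate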
# ADAM10 inh: human ADAM10 inhibitors, primary screen, biochemical, QFRET, HTS; Disintegrin and metalloproteinase domain-containing protein 10 (Homo sapiens), O14672; AID 720582, 2013; inhibition, % at 7 µM; 370,000 compounds, 0.62% hits; recombinant ADAM10, EDANS/DABCYL FRET peptide cleavage, 3 h;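 active = inhibition above a per-campaign cutoff equal to the mean of compounds falling between control-based bounds plus 3 SD, cut at about 20% in these data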;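 note: 0% = DMSO wells while the 100% control is not disclosed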
# PLCb3 inh: human PLC-beta3 inhibitors, primary screen, biochemical, fluorescence; Purified PLC-beta3, fluorogenic substrate; 370,000 compounds, 0.18% hits; inhibition, % at 12.2 µM; 1-phosphatidylinositol 4,5-bisphosphate phosphodiesterase beta-3 (Homo sapiens), Q01970; in the data active = inhibition above about 11%;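 note: 0% = median of compound wells on plate and 100% = full blocker control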
# SIAE primary: human SIAE inhibitors, primary screen, biochemical, fluorescence polarization, FP-Rh probe, 1536-well HTS; 370,000 compounds, 0.69% hits; inhibition, % at 9.66 µM; AID 1053197, 2014; SIAE FP-Rh probe binding;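 active = inhibition above a cutoff: mean of compounds within the control limits plus 3 SD of those, cut at about 17% in these data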;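 note: 0% = plate median of compound wells and 100% = probe without SIAE protein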
# ADAM17 inh: ADAM17 inhibitors, primary screen, biochemical, QFRET; inhibition, % at 6.95 µM; recombinant ADAM17, EDANS/DABCYL FRET peptide cleavage; 370,000 compounds, 0.83% hits; Disintegrin and metalloproteinase domain-containing protein 17 (Homo sapiens), P78536;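 active = inhibition above the mean of compounds lying between control limits plus 3 SD, set per campaign, cut at about 8.5% in these data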;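 note: 0% = DMSO-only wells as the low control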
# DDE Tn6 FP inh: inhibitors of Tn6 peptide binding to fibrin DD(E), primary screen, biochemical, fluorescence polarization, human fibrin, Tn6 probe; Fibrinogen beta chain (Homo sapiens), P02675; Fibrin DD(E) TRITC-Tn6 fluorescence polarization displacement; inhibition, % at 8.3 µM; 370,000 compounds, 0.21% hits; AID 720509, 2013;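 active = inhibition above a per-campaign cutoff: mean of compounds within control limits plus 3 SD, cut at about 15% in these data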;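 note: 0% = median of all compound wells on the plate and 100% = blocking peptide control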
# ASAP1 inh: inhibitors of human ASAP1 ArfGAP activity, primary screen, biochemical, fluorescence polarization. Arf-GAP with SH3 domain, ANK repeat and PH domain-containing protein 1 (Homo sapiens), …. ASAP1-stimulated ARF1 GTP hydrolysis, GDP FP detection. inhibition, % at 16.5 µM. 360,000 compounds, 0.19% hits. AID 624377, 2012; in the data active = inhibition above about 25%;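 note: 0% = vehicle with enzyme and substrate and 100% = no enzyme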
# Target sequence (Q9ULH1 325-724 limits assumed): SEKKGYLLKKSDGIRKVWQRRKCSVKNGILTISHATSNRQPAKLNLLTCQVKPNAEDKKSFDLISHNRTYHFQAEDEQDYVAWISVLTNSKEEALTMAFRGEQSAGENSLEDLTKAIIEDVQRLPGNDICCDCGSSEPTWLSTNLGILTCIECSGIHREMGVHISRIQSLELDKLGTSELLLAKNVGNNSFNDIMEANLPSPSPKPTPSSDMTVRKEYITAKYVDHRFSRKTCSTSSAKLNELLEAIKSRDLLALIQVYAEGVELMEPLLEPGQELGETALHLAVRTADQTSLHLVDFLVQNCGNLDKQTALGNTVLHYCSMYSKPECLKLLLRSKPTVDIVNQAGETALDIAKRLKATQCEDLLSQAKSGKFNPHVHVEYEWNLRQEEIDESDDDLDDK
# PLCg1 inh: PLC-gamma1 enzyme inhibitors, primary screen, biochemical, fluorescence, purified enzyme; 1-phosphatidylinositol 4,5-bisphosphate phosphodiesterase gamma-1 (Homo sapiens), P19174; fluorogenic substrate; inhibition, % at 12.2 µM; 370,000 compounds, 0.84% hits; AID 720700, 2013; in the data active = inhibition above about 9.5%
# Numbers without * were called inactive.
DDE Tn6 FP inh	PLCb3 inh	ASAP1 inh	Tn7 DDE FP	SIAE primary	PLCg1 inh	ADAM17 inh	ARFGAP1 inh	ADAM10 inh	TDP2 inh	smiles
-2	-28	-7	-6	5	-16	2	-10	20*	-8	Cc1ccc(/C=c2\s/c(=C(/C#N)C(=O)N3CCCC3)n(Cc3ccco3)c2=O)s1
-2	-6	0	-2	-2	0	-2	-14	-4	-1	CCOc1ccc(N(CC(=O)Nc2ccccc2C(=O)N2CCCC2)S(C)(=O)=O)cc1
-5	-2	0	1	-1	8	-3	-8	-2	3	O=C(C[n+]1cc(-c2ccc(F)cc2)n2c1CCC2)Nc1nc(-c2ccccc2)cs1
5	-5	-4	0	-9	-1	-4	7	-9	15	CCCCC(=O)N1CCCC(C)C1 (stereo not drawn)
0	-5	-1	3	0	-2	-2	-6	3	-14	CC(=O)c1ccc(N(CC(=O)NC2CCCC2)C(=O)CNC(=O)c2ccco2)cc1
6	-97	1	2	3	-47	-22	-14	-75	9	COc1ccc2oc(=O)cc(CN3CCOCC3)c2c1
2	2	11	-4	3	1	-2	7	5	-6	CC1(C)CC(=O)C=C(c2ccc(COC(=O)Cc3ccccc3)cc2)C1=O
-4	1	-13	7	2	11*	-1	-16	1	0	CCS(=O)(=O)N1CCC(C(=O)NCCCN2CCC(Cc3ccccc3)CC2)CC1

# Later entries.
DDE Tn6 FP inh	PLCb3 inh	ASAP1 inh	Tn7 DDE FP	SIAE primary	PLCg1 inh	ADAM17 inh	ARFGAP1 inh	ADAM10 inh	TDP2 inh	smiles
3	-2	0	-5	3	-1	-1	3	-3	-1	O=C(CSc1ccccn1)Nc1cccc([N+](=O)[O-])c1
2	2	2	2	1	1	-3	-5	-12	-1	CC1(C)NC(=O)N(CC(=O)O)C1=O
-2	0	3	-2	3	-2	-5	-2	0	4	CCOC(=O)C1(CC)NC(c2ccco2)C2C(=O)N(c3ccc(C)cc3)C(=O)C21 (stereo not drawn)
-1	-61	3	9	2	-40	-25	-3	-106	-5	Cc1nc(SCC(=O)CC(=O)OC(C)C)c(C#N)c(C)c1C
3	-1	3	-7	2	-1	2	3	-4	3	S=c1[nH]nc(-c2cccc(Cl)c2)n1CCN1CCCCC1
2	-1	1	6	-1	2	-1	-9	2	-11	CC(=O)Nc1ccc(S(=O)(=O)NCc2ccc(C(=O)N3CCOCC3)cc2)cc1
-1	12*	-9	-7	-9	5	3	3	10	-19	O=C(COC(=O)c1ccc(Br)cc1)NCC1CCCO1 (stereo not drawn)
0	-8	1	-2	2	1	5	2	-1	-9	COc1ccccc1C(=O)NCCOc1ccc(C(C)(C)C)cc1

# Next results
DDE Tn6 FP inh	PLCb3 inh	ASAP1 inh	Tn7 DDE FP	SIAE primary	PLCg1 inh	ADAM17 inh	ARFGAP1 inh	ADAM10 inh	TDP2 inh	smiles
1	3	-13	-4	-2	9	6	-1	0	-13	CCCS(=O)(=O)NC(=O)C1(C)CCCN(C(=O)C(C)(C)Oc2ccc(Cl)cc2)C1 (stereo not drawn)
-8	-56	21	2	-2	-33	-7	2	4	-4	Cc1ccc(Nc2nc(NCCO)nc3c2cnn3C)cc1Cl
-1	1	-10	-5	0	1	-3	-14	-7	8	Cc1cccc(NC(=O)CCNS(=O)(=O)c2cccc3nsnc23)c1
7	-16	-14	3	-1	-18	-22	-4	-57	6	NC(=O)Nn1c(CCC(=O)O)ccc1-c1ccc(Br)cc1
-6	-11	11	-4	-3	-2	-2	-8	-7	-7	CC(=O)Oc1ccc(C(=O)Nc2cccc(NC(=O)c3ccco3)c2)cc1
-1	-1	14	-3	0	7	3	2	6	-4	O=C(O)C(Cc1c[nH]c2ccccc12)NS(=O)(=O)c1ccc2ccccc2c1 (stereo not drawn)
2	5	8	-1	2	3	-1	-4	14	7	NC(=O)c1ccccc1N(Cc1ccccc1)S(=O)(=O)c1ccccc1
11	0	7	9	5	-1	-2	2	-7	6	C[C@H]1CN([C@@H](C)CO)C(=O)c2cc(Br)cnc2O[C@@H]1CN(C)C(=O)c1ccncc1

# The results go on:
DDE Tn6 FP inh	PLCb3 inh	ASAP1 inh	Tn7 DDE FP	SIAE primary	PLCg1 inh	ADAM17 inh	ARFGAP1 inh	ADAM10 inh	TDP2 inh	smiles
-3	-5	3	-4	1	4	-1	14	12	-11	O=C(Nc1ccc(Br)cc1Br)C1CC(=O)N(Cc2ccccc2)C1 (stereo not drawn)
0	-9	-2	7	-7	6	1	-4	-6	-13	O=C(COC(=O)c1ncc(Cl)c(Cl)c1Cl)Nc1cccnc1Cl
-3	-6	6	-12	3	0	-3	5	-2	0	Cc1cnc(C(=O)OCC(=O)Nc2ccc(C)c(S(=O)(=O)N3CCCCCC3)c2)cn1
8	-9	-10	3	1	0	-7	-1	-4	-13	O=C(CSc1nc(=O)n2ccccc2n1)Nc1ccc2c(c1)OCCO2
14	-3	-7	6	-11	-1	0	-2	-57	-7	COCCN(C(=O)CNC(=O)c1ccco1)C(C(=O)NC1CCCC1)c1ccccc1F (stereo not drawn)
-6	-7	5	10	-9	1	6	2	9	-14	CCOC(=O)c1ccc(NC(=O)Cn2nnc(-c3ccccc3F)n2)cc1
-2	3	16	-5	2	5	5	-4	1	-16	CS(=O)(=O)N1CCCC(C(=O)NCc2ccc(F)cc2Cl)C1 (stereo not drawn)
11	-1	-1	-6	0	2	-1	10	1	-9	COc1ccc(N2Cc3ccccc3/C2=N\C(=O)Nc2ccccc2)cc1

# (next part)
DDE Tn6 FP inh	PLCb3 inh	ASAP1 inh	Tn7 DDE FP	SIAE primary	PLCg1 inh	ADAM17 inh	ARFGAP1 inh	ADAM10 inh	TDP2 inh	smiles
-4	0	-1	2	-6	3	2	-6	-4	-11	Cc1ccc(S(=O)(=O)N(Cc2ccccc2)Cc2ccco2)cc1
7	-6	11	6	-7	0	-3	8	5	4	COc1cc(C(=O)CSc2nccn2C)cc(OC)c1OC
-3	-15	14	-6	0	-4	-7	13	0	5	O=C(CN1CCc2cc3c(cc2C1)OCCCO3)Nc1ccc(S(=O)(=O)N2CCCC2)cc1
-5	-2	0	2	0	0	-5	1	2	-7	Cc1ccc(C)c(NC(=O)C2CC(O)CN2C(=O)OCc2ccccc2)c1 (stereo not drawn)
2	-8	5	-4	-1	2	-1	3	7	8	Cc1ccc(C(C)C)c(OCCSc2nc3ccccc3n2CC(=O)O)c1
-9	-5	4	1	-6	-1	-4	-3	6	-8	CCN(CC(=O)Nc1ccccc1C(F)(F)F)C(=O)c1ccc(N2CCCC2=O)cc1
6	0	9	-1	-1	1	3	4	2	-2	C=CCCC1CN(Cc2ccc(OC)cc2)S(=O)(=O)c2c(F)cccc2O1 (stereo not drawn)
1	-3	-4	-5	-9	-2	-2	2	-6	-10	CC(=O)Oc1ccc(C(=O)Nc2ccccc2C(=O)N2CCCC2)cc1

# (listing goes on)
DDE Tn6 FP inh	PLCb3 inh	ASAP1 inh	Tn7 DDE FP	SIAE primary	PLCg1 inh	ADAM17 inh	ARFGAP1 inh	ADAM10 inh	TDP2 inh	smiles
-1	-6	-6	1	-4	1	-6	1	4	2	CC(=O)N1CCN(C(=O)CCC(=O)O)CC1
7	-20	-8	10	-2	-19	-31	4	-97	12	Cc1cccc(C)c1NC(=O)CN(c1ccccn1)S(=O)(=O)c1ccccc1
-5	-7	12	5	-9	5	-4	7	3	-9	COC(=O)c1cc(C(=O)OCC(=O)NC2CCS(=O)(=O)C2)cc([N+](=O)[O-])c1 (stereo not drawn)
-3	0	1	2	-1	-1	-6	2	-9	7	CCN(CC(=O)NCc1ccc(F)cc1)Cc1nc2cc(Cl)ccc2c(=O)[nH]1
7	-3	2	1	-3	-4	-4	11	-3	-2	Oc1c(CN2CCCCC2)cc(COCc2ccccc2)c2cccnc12
4	-3	-7	6	0	0	-4	-1	-4	2	Cc1cc(C)n(C(=O)CNC(=O)C2COc3ccccc3O2)n1 (stereo not drawn)
-1	-9	-2	6	3	-2	0	-9	1	0	Cn1c(SCC(=O)Nc2ccccc2F)nc2c(c1=O)SCC2
0	1	-2	9	4	4	-4	-10	1	6	O=C(OCn1nnc2ccccc2c1=O)C1CCN(S(=O)(=O)c2cccs2)CC1

# Among those listed so far, 8 contain fluorine:
DDE Tn6 FP inh	PLCb3 inh	ASAP1 inh	Tn7 DDE FP	SIAE primary	PLCg1 inh	ADAM17 inh	ARFGAP1 inh	ADAM10 inh	TDP2 inh	smiles
-5	-2	0	1	-1	8	-3	-8	-2	3	O=C(C[n+]1cc(-c2ccc(F)cc2)n2c1CCC2)Nc1nc(-c2ccccc2)cs1
14	-3	-7	6	-11	-1	0	-2	-57	-7	COCCN(C(=O)CNC(=O)c1ccco1)C(C(=O)NC1CCCC1)c1ccccc1F (stereo not drawn)
-6	-7	5	10	-9	1	6	2	9	-14	CCOC(=O)c1ccc(NC(=O)Cn2nnc(-c3ccccc3F)n2)cc1
-2	3	16	-5	2	5	5	-4	1	-16	CS(=O)(=O)N1CCCC(C(=O)NCc2ccc(F)cc2Cl)C1 (stereo not drawn)
-9	-5	4	1	-6	-1	-4	-3	6	-8	CCN(CC(=O)Nc1ccccc1C(F)(F)F)C(=O)c1ccc(N2CCCC2=O)cc1
6	0	9	-1	-1	1	3	4	2	-2	C=CCCC1CN(Cc2ccc(OC)cc2)S(=O)(=O)c2c(F)cccc2O1 (stereo not drawn)
-3	0	1	2	-1	-1	-6	2	-9	7	CCN(CC(=O)NCc1ccc(F)cc1)Cc1nc2cc(Cl)ccc2c(=O)[nH]1
-1	-9	-2	6	3	-2	0	-9	1	0	Cn1c(SCC(=O)Nc2ccccc2F)nc2c(c1=O)SCC2
